RORgamma inh: qHTS for inhibitors of ROR gamma transcriptional activity. Nuclear receptor ROR-gamma (Mus musculus), P51450. Drosophila S2 Gal4-RORgamma UAS-luciferase reporter, 20 h. Potency, µM (titrated, usually from 53.6 µM), for inactives: top-dose activity change, negative = inhibition, most hits filed as inhibitors. 5.4% of 310,000 active; note: potency is the fitted concentration of half-maximal effect; % is set by controls: 0 for no effect and ±100 for the full control effect; nearly all actives have a fitted effect of over 60% in size
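Stable Schneider cell line, Gal4 DNA-binding domain fused to ROR gamma, UAS-luciferase. Cmpd 1 hr RT → CuSO4 700 uM final → 20 hr RT → luciferase reagent 10 min → luminescence.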
Tb PFK inh: qHTS Assay to Find Inhibitors of T. brucei phosphofructokinase; T. brucei PFK, ADP-Glo luminescence; Potency, µM (titrated, usually from 57.5 µM), for the others: top-dose activity, negative = inhibition, most hits filed as inhibitors; 0.17% of 330,000 active; AID 485367, 2010;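 note: potency is the fitted concentration of half-maximal effect; 0% = uninhibited 1x PFK enzyme wells and -100% = no-enzyme wells; nearly all actives have a fitted effect of over 60% in size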
Target sequence (O15648 whole entry, looked up): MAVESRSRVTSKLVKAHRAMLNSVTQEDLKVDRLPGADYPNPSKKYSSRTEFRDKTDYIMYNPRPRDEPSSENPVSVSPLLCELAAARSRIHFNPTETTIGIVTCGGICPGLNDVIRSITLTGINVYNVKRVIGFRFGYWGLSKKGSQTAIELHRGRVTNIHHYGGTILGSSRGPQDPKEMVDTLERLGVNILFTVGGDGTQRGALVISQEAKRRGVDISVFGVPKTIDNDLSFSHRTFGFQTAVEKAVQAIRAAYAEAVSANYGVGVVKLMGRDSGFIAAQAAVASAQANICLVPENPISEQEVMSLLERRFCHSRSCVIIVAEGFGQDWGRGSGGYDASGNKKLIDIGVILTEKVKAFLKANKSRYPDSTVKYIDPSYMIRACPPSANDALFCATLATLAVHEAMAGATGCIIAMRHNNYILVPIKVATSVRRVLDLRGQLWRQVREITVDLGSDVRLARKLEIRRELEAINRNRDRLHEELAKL
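Compounds were pin-transferred as a titration series up to 57 uM into substrate buffer (0.5 mM F6P, 0.1 mM ATP, pH 8.0), then 1.25 nM PFK was added and reactions ran 45 min before ADP-Glo detection.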
ELG1 repair inh: qHTS screen for small molecules that inhibit ELG1-dependent DNA repair in human embryonic kidney (HEK293T) cells expressing luciferase-tagged ELG1 | HEK293T ELG1-luciferase reporter, luminescence, 16 h; DNA damage induced by 5-fluorouridine | Potency, µM (doses to about 46.1 µM), without a hit: at the top dose activity change, negative = inhibition, hits mostly inhibitors | 2.3% of 330,000 active | AID 504467, 2011; note: potency is the fitted concentration of half-maximal effect; % is set by controls: 0 for no effect and ±100 for the full control effect; nearly all actives have a fitted effect of over 55% in size
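Quantitative HTS, concentration-response format. 2,000 cells/well co-treated with 5-fluorouridine and compound, 16 hr in 5% CO2 at 37 °C; ONE-Glo luminescence read after 30 min.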
Gal4-VP16 FLuc: VP16 counterscreen qHTS for inhibitors of ROR gamma transcriptional activity | Drosophila S2 Gal4-VP16 UAS-luciferase, luminescence, 20 h | Potency, µM (doses to about 53.6 µM), inactives show at the highest dose activity, negative = inhibition, usual class: inhibitors | 3.5% of 310,000 active | AID 2546, 2010;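 note: Gal4-VP16 expression switched on by copper sulfate through the metallothionein promoter; potency is the fitted concentration of half-maximal effect; % is set by controls: 0 for no effect and ±100 for the full control effect; nearly all actives have a fitted effect of over 50% in size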
FLuc counter: qHTS profiling assay for firefly luciferase inhibitor/activator using purifed enzyme and Km concentrations of substrates (counterscreen for miR-21 project); purified FLuc, Km substrates, luminescence inhibition; Potency, µM (series often up to 57.5 µM), for the others: at the top dose activity change, negative = inhibition, hits mostly inhibitors; 6.9% of 360,000 active; AID 588342, 2011;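 note: potency is the fitted concentration of half-maximal effect; plate controls were vehicle for no effect and reference inhibitor for full effect; nearly all actives have a fitted effect of over 55% in size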
Target sequence (P08659 whole entry, looked up): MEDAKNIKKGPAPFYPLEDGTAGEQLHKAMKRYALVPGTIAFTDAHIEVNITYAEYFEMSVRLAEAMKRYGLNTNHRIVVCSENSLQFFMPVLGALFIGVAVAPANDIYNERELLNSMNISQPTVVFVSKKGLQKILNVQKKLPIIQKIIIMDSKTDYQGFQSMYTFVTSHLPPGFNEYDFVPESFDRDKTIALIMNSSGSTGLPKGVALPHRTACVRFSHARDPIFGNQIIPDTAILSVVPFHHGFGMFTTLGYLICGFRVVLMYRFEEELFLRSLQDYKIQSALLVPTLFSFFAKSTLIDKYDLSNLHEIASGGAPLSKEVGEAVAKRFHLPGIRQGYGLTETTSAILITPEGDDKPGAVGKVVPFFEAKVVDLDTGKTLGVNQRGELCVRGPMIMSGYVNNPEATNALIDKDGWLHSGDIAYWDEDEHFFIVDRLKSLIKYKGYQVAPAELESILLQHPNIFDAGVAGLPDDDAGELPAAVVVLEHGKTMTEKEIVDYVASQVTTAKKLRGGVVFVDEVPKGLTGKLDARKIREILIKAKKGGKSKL
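Purified P. pyralis luciferase (10nM final) with 10uM D-luciferin and 10uM ATP (Km levels) in 50mM Tris acetate pH 7.5, 10mM Mg acetate, 0.01% Tween-20, 0.05% BSA; qHTS 6-point titration, ~60 µM downward; luminescence read.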
BRCA1 expr up: qHTS Assay to Identify Small Molecule Activators of BRCA1 Expression; MCF7-BRCA1-FFLuc reporter, luminescence, 48 h; response scale: scaled: vehicle 0%, 10 µM genistein 100%; Potency, µM (highest dose often 46.1 µM), inactives show at the top dose activation, most hits filed as activators; 1.1% of 380,000 active; note: potency is the fitted concentration of half-maximal effect; nearly all actives have a fitted effect of over 80% in size; some results filed as inactive show a strong effect at the top dose
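Quantitative HTS in MCF7 cells stably reporting BRCA1 expression via firefly luciferase. Compound treatment lasts 48 h at 37 °C in phenol-red free MEM. Activation is expressed relative to genistein at 10 microM and DMSO.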
ELG1 genotox: qHTS screen for small molecules that induce genotoxicity in human embryonic kidney (HEK293T) cells expressing luciferase-tagged ELG1 | HEK293T ELG1-luciferase reporter, luminescence, 16 h | Potency, µM (doses to about 46 µM), for inactives: at the top dose activity change, positive = activation, hits mostly activators | 1.3% of 330,000 active | AID 504466, 2011; note: potency is the fitted concentration of half-maximal effect; % of control where 0% means no effect; nearly all actives have a fitted effect of over 60% in size
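After overnight (16 hr) compound treatment at 37 °C, ELG1-luciferase HEK293T cells were lysed with ONE-Glo; luminescence quantified 30 min later at room temperature.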
Rab9 prom act: qHTS Assay for Rab9 Promoter Activators; Huh7 Rab9 promoter-luciferase reporter, luminescence, 24 h; Potency, µM (highest dose often 9.22 µM), inactives show top-dose activation, negative = inhibition, hits mostly activators; 2.8% of 320,000 active; note: potency is the fitted concentration of half-maximal effect; % of control where 0% means no effect; nearly all actives have a fitted effect of over 60% in size
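Luminescence from Amplite-detected luciferase (10 minutes, ambient) reports Rab9 promoter activation. Before that, stable Rab9-luciferase Huh7 cells (1500/well, reduced-serum OP-MEM I plus 10% FBS) were exposed to compound for 24 hours at 37C.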
NPC1 promoter act: qHTS Assay for NPC1 Promoter Activators; Huh7 NPC1 promoter luciferase reporter, 24 h; 2.4% of 320,000 active; Potency, µM (highest dose often 9.22 µM), for the others: at the highest dose activation, actives largely listed as activators; AID 485313, 2010;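 note: potency is the fitted concentration of half-maximal effect; % of control where 0% means no effect; nearly all actives have a fitted effect of over 60% in size; reporter is driven by a mutant NPC1 promoter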
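Luciferase expression driven by the NPC1 promoter was measured in stably transfected Huh7 cells after a 24 h compound incubation, using a luciferase reagent and a luminescence read.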
p53 reactivation: qHTS assay for re-activators of p53 using a Luc reporter | H1299 p53-A138V BP100-luciferase reporter, luminescence, 24 h | Potency, µM (doses to about 92.2 µM), inactives show at the highest dose activity change, positive = activation, hits mostly activators | 0.063% of 320,000 active | AID 504706, 2011; note: potency is the fitted concentration of half-maximal effect; % of control where 0% means no effect; nearly all actives have a fitted effect of over 45% in size
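p53-null H1299 cells stably carrying temperature-sensitive p53-A138V and a BP100-luciferase reporter were pinned with compounds (4-point, 1:5 series) and held 24 hrs at 37 deg C. Luminescence was read 10 min after detection reagent.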
TRPV1 ag: HTS Assay for Compounds that Act as Agonists of the Vanilloid Receptor 1; TRPV1-expressing cells, Fluo-8 calcium influx, agonist mode; activation, % at 8.33 µM; 0.19% of 320,000 active; Transient receptor potential cation channel subfamily V member 1 (Homo sapiens), Q8NER1; in the data active = activation above about 80%; inconclusive = between about 30% and that limit; note: 0% is about no effect
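TRPV1-expressing cells were cultured overnight at 35.5C and loaded with Fluo-8 calcium dye for 40 to 90 min at room temperature. After a 10 s baseline, compound was added and calcium influx was read kinetically for 3 min (ex 480/em 520 nm).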
An asterisk follows results filed as active; ? = inconclusive; . = no result given; [ ] = dose if it differs, or a comment. Unless noted, calls come from the whole dose curve; as a rule, active = well fitted curve in the direction sought with a large enough effect; inconclusive = small, poorly fitted or top-dose-only effect, or another doubt; inactive = no such curve, though single readings can be large; an effect the other way counts as inactive or inconclusive.

SMILES	RORgamma inh	Tb PFK inh	ELG1 repair inh	Gal4-VP16 FLuc	FLuc counter	BRCA1 expr up	ELG1 genotox	Rab9 prom act	NPC1 promoter act	p53 reactivation	TRPV1 ag
COc1ccc(C2C(C#N)=C(C)NC3=C2C(=O)CC(C)(C)C3)c(OC)c1 (centres undefined)	-39.3%	-1.5%	0.5%	-5.9%	2.8%	-10.9%	3.6%	-4.6%	-0.6%	-16.9%	-4.5
COc1cc(NS(=O)(=O)c2cc(C(=O)NCCc3ccccn3)ccc2OC)cc(OC)c1	.	0.0%	-10.9%	.	.	-29.4%	-0.2%	.	.	15.4%	.
O=C(Nc1cccc(Cl)c1)c1ccc2c(c1)OCCO2	-6.3%	-2.0%	?	-7.2%	1.07µM*	?	2.06µM*	1.78µM*	1.26µM*	?	24.9
O=C(Cc1cccc(NC(=O)C2CCN(C(=O)c3ccccc3)CC2)c1)Nc1cccc(C(=O)N2CCCC2)c1	.	1.9%	-3.5%	.	-1.4%	-10.0%	-0.5%	-9.6%	3.1%	8.8%	-6.3
C1CCC(c2nn3c(-c4n[nH]c5c4CCC5)nnc3s2)CC1	3.3%	-1.2%	?	-11.8%	-9.5%	4.2%	1.6%	-2.3%	-0.5%	2.3%	?
CCCOc1c(Br)cc(/C=N/O)cc1OC	14.6%	.	.	-27.9%	-3.5%	-26.4%	.	.	.	.	1.4
CCS(=O)(=O)N1CCN(C(=O)c2ccccc2[N+](=O)[O-])CC1	6.8%	-1.7%	9.3%	-2.2%	0.5%	-24.5%	0.9%	-10.8%	-7.6%	2.5%	6.2
CCC(=O)NCc1csc(-c2cccs2)n1	0.5%	1.2%	?	-8.9%	-7.8%	54.8%	9.7%	?	20.2%	1.3%	0.5
Cc1ccc(NC(=O)c2nccnc2C(=O)O)cc1C	?	2.9%	15.2%	4.5%	-18.4%	-4.6%	0.3%	3.6%	-3.6%	7.9%	-2.3
CCN(CC)C(=O)Cc1cn(C)c2ccccc12	-3.0%	-5.5%	-5.5%	-1.4%[10 µM]	-1.1%	-6.8%	-3.0%	-9.7%	0.5%	0.1%	-0.6
Cc1ccccc1C(=O)N1CCC(C(=O)Nc2cccc(S(=O)(=O)N3CCCCC3)c2)CC1	.	-0.6%	-28.0%	.	3.0%	-18.2%	-1.1%	-7.8%	-4.7%	-5.1%	2.8
O=C(Nc1cc(C(=O)N2CCOCC2)ccc1N1CCCC1)c1cccs1	3.4%	-7.7%	0.9%	3.0%	2.9%[2.3 µM]	11.0%	0.5%	2.5%	-0.7%	5.3%	2.1
CC/C(=N/NC(=O)c1ccc(Br)cc1)c1ccc(OCCN2CCOCC2)cc1	?	-1.0%	19.3%	-14.6%	0.8%	-3.4%	0.6%	3.2%	-3.0%	23.2%	16.2
CCNc1nn2ccccc2c1/C=C(\C#N)C(=O)OCC	-15.8%	0.0%	-8.6%	19.6%	4.5%	2.3%	-6.4%	-4.5%	-4.4%	-6.3%	11.0
CCOC(=O)C(C)n1cnc2sc3c(c2c1=O)CCC3 (centres undefined)	-16.0%	-4.3%	0.5%	2.7%	-6.8%	-22.3%	2.8%	-2.5%	4.7%	6.8%	-2.5
Cc1cccc(OCCCC(=O)NCCc2ccccc2)c1	37.2%	-2.6%	17.7%	14.0%	-11.2%	14.9%	0.3%	-2.7%	-3.5%	1.3%	22.8
COc1ccc(C(C[N+](=O)[O-])c2c(C)[nH]c3ccccc23)cc1OC (centres undefined)	-27.3%	1.2%	-0.4%	6.0%	3.8%	?	1.6%	-2.4%	-1.8%	-6.5%	0.0
CC(=O)c1ccc(N2CCN(C(=O)C3CCC3)CC2)cc1	22.1%	-1.8%	?	-0.6%	-24.7%	37.6%	?	22.2%	8.1%	23.0%	?
CC(C)c1nnc(NC(=O)CSc2nc3ccccc3[nH]2)s1	14.0%	-5.0%	0.1%	-0.5%	?	6.4%	1.1%	-0.3%	-9.9%	17.0%	16.9
CC(=C/c1ccccc1)/C=N/n1c(-c2ccncc2)n[nH]c1=S	?	4.0%	2.31µM*	-3.3%	-3.4%	-0.4%	-19.7%	1.7%	16.0%	4.9%	-0.7
CC(=O)c1cccc(NC(=O)COc2ccc(S(=O)(=O)N3CCOCC3)cc2)c1	4.9%	-2.6%	-0.5%	-0.9%	1.1%	9.3%	4.6%	-6.3%	-0.7%	-10.9%	7.7
Clc1ccc(OCc2nnc(-c3ccccc3Br)o2)cc1	33.1%	-10.5%	?	4.0%	?	10.3%	7.4%	12.7%	10.0%	0.5%	16.6
CC1CC(C)CN(c2ncnc3c2cnn3C)C1 (centres undefined)	-14.3%	-0.7%	-11.1%	7.7%	2.4%	-43.5%	3.7%	-5.4%	-1.7%	-1.8%	3.4
NCC12CC3CC(C1)CC(c1ccc(Br)cc1)(C3)C2	-38.5%	-1.8%	3.9%	-14.7%	2.1%	-91.6%[inhibitor]	-0.6%	-4.8%	-5.4%	-18.2%	-5.1
CCS(=O)(=O)NCc1cn2ccsc2n1	1.1%	6.5%	0.3%	0.4%	1.0%	-3.7%	0.7%	0.6%	2.5%	7.4%	0.2
CC(=O)N(CCS(=O)(=O)c1ccc(Cl)cc1)Cc1cccs1	18.0%	9.6%	15.9%	4.6%	-1.1%	-5.7%	-2.4%	1.8%	-3.8%	-0.8%	5.5
CN(C)S(=O)(=O)c1ccc2c(c1)/C(=C/c1cc3c([nH]1)CCCC3)C(=O)N2	.	-11.7%	15.7%	.	-20.3%	-12.3%	?	?	?	-3.9%	?
CCCCNC(=O)c1cc(-c2ccc(F)cc2)on1	32.1%	-1.3%	?	2.0%	9.53µM*	0.0%	?	3.98µM*	3.55µM*	?	-0.8
CCOC(=O)C(=CNc1cccc(C)c1C)C(=O)OCC	21.3%	-3.2%	3.2%	8.0%	?	13.9%	1.5%	-3.4%	0.9%	-0.9%	25.9
Cc1ccc(S(=O)(=O)CCC(=O)OCC(=O)Nc2cc(F)ccc2C)cc1	.	-1.1%	11.1%	.	2.1%	-20.1%	5.2%	-5.4%	-3.0%	4.0%	8.9

Shown with bars between the fields: 2 of the compounds above.
canonical_smiles | RORgamma inh | Tb PFK inh | ELG1 repair inh | Gal4-VP16 FLuc | FLuc counter | BRCA1 expr up | ELG1 genotox | Rab9 prom act | NPC1 promoter act | p53 reactivation | TRPV1 ag
CC1CC(C)CN(c2ncnc3c2cnn3C)C1 (centres undefined) | -14.3% | -0.7% | -11.1% | 7.7% | 2.4% | -43.5% | 3.7% | -5.4% | -1.7% | -1.8% | 3.4
NCC12CC3CC(C1)CC(c1ccc(Br)cc1)(C3)C2 | -38.5% | -1.8% | 3.9% | -14.7% | 2.1% | -91.6%[inhibitor] | -0.6% | -4.8% | -5.4% | -18.2% | -5.1

Following part
SMILES	RORgamma inh	Tb PFK inh	ELG1 repair inh	Gal4-VP16 FLuc	FLuc counter	BRCA1 expr up	ELG1 genotox	Rab9 prom act	NPC1 promoter act	p53 reactivation	TRPV1 ag
O=C(COc1ccccc1F)NNC(=O)c1ccc(N2CCCCC2)c([N+](=O)[O-])c1	22.0%	-1.0%	-7.9%	-18.2%	?	-16.5%	-1.0%	-1.4%	-0.2%	-8.3%	-1.3
O=C(CCCn1c(SCC(=O)NCCc2ccccc2)nc2ccccc2c1=O)NCC1CCCO1 (centres undefined)	-2.4%	-6.4%	-13.1%	-4.1%[10 µM]	5.8%	-24.0%	-0.1%	-12.1%	-0.3%	-1.6%	-5.5
Cn1c(=O)[nH]c(=O)c2c1nc(NCCN)n2CCOc1ccccc1	0.5%	2.0%	-27.8%	-9.5%	-8.2%	-16.0%	0.4%	-1.9%	1.1%	1.7%	-5.1
Cc1cccc(C)c1NS(=O)(=O)c1ccc(-c2ccc(=O)[nH]n2)o1	-16.3%	-2.2%	?	-1.2%	0.0%	-16.5%	1.0%[9.26 µM]	-0.6%	-3.4%	0.8%	4.1
CCCCN(C)CCC(=O)Nc1ccc(Cl)cc1	-4.3%	-2.7%	-2.3%	1.1%	6.0%	-4.7%	-0.3%	-6.2%	-2.8%	-2.4%	1.7
CCOC(=O)c1sc(=S)n(CC)c1NC(=O)CC	8.5%	0.6%	8.0%	1.1%	0.6%	-8.9%	1.6%	-3.0%	-3.3%	3.3%	-1.2

Random draw from the library; overall some 15% were active at least once.
